MDM2 E3 inh: MDM2-luciferase reporter signal enhancers, primary screen, MDM2 E3 ligase inhibitor project, cell-based, luminescence, 1536-well | cell-based MDM2 ubiquitination luciferase reporter, 2 h; 0 = plate control, 100 = twice control, blank-subtracted | signal enhancement, % at 5 µM | 210,000 compounds, 0.11% hits;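 active = signal enhancement of 30% or more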;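 note: luminescence tracks abundance of the self-degrading MDM2-luciferase fusion protein; higher signal means inhibition of MDM2 E3 ligase activity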
Target sequence (Q00987 whole entry, looked up, the tested form may be a part): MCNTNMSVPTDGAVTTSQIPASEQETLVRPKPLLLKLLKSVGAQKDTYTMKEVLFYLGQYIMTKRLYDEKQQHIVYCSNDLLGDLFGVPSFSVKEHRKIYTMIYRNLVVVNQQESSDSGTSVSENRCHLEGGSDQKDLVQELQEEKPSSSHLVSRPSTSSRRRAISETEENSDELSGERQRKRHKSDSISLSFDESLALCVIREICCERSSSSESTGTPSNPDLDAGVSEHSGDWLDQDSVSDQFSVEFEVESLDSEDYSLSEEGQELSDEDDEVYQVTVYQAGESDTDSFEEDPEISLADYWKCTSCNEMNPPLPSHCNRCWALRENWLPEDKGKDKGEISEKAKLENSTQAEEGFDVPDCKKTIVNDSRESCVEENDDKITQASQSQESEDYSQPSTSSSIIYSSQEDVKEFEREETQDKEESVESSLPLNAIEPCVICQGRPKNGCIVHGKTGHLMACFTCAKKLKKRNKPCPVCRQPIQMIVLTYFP
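Assay system: stable mammalian line carrying autodegrading MDM2–luciferase fusion reporter; amount: 2000 cells seeded into each well; buffer or medium: DMEM; benchmarks: plate control and blank wells; signal: luciferase luminescence; timing: 2 h compound exposure at 37 °C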
PPC-1+TRAIL kill: compounds killing PPC-1 cancer cells with TRAIL present, primary screen, TRAIL potentiator project, ATPLite luminescence, uHTS; 220,000 compounds, 0.41% hits; cell killing (% activity), % at 4 µM; PPC-1 cells + TRAIL, ATPLite viability luminescence; AID 1443, 2008;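 active = cell killing above 50% in the first pass at 4 µM, then a duplicate retest at 5 µM averaging 50% or more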;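 note: plate controls were cells with TRAIL plus DMSO for no effect and medium-only wells lacking cells for full effect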
TNF necrop inh: inhibitors of TNF-alpha triggered necroptosis, primary screen, cell-based, Jurkat FADD-/-, single concentration | Jurkat FADD-/- TNF necroptosis rescue, ATP luminescence, 24 h; 0 = TNF only, 100 = no-TNF cells | activation (protection from cell death), % at 10 µM | 220,000 compounds, 0.068% hits | AID 463075, 2010;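 active = activation, meaning protection from cell death, of at least 50% relative to plate controls; inactive = activation below 50%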;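 note: necroptosis triggered by 40 ng/mL TNF-alpha added together with compound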
TRPN1 ag: zebrafish TRPN1 channel agonists, primary screen, cell-based, HEK293, calcium fluorescence | transient receptor potential cation channel N1 (TRPN1/NompC), Danio rerio | HEK293 zebrafish TRPN1-YFP, Fluo-8 calcium fluorescence; 100% = response to 87 µM carbachol | activation, % at 3 µM | 220,000 compounds, 0.18% hits | AID 1424, 2008;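 active = activation above its plate's cutoff, the mean activation of test wells on that plate plus 3 SD, cut at about 19% in these data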;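 note: 0% = DMSO alone and 100% = 87 µM carbachol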
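Material: zebrafish TRPN1-YFP in HEK293 cells. Doses: one dose of 3 µM, 0.3% DMSO. Incubation: dye 1 h 37 °C plus 30 min RT. Measured by: intracellular calcium fluorescence with Fluo-8.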
Runt-SMMHC FRET: inhibitors of RUNX1 Runt–CBFb-SMMHC binding, primary screen, biochemical, FRET, Cerulean-Runt, Venus-CBFb-SMMHC, uHTS; Runt-related transcription factor 1 (Homo sapiens) + Core-binding factor subunit beta …; Cerulean-Runt/Venus-CBFb-SMMHC FRET ratio 530/480, 1 h; inhibition, % at 20 µM; 220,000 compounds, 0.74% hits; AID 1434, 2008;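 active = mean inhibition across duplicate retests at 20 µM reaching about 50%, limit read from the data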;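 note: 0% = DMSO wells and 100% = wells with excess untagged CBFb-SMMHC; inhibitors lower the FRET ratio by blocking Runt binding to CBFb-SMMHC; some results filed as inactive read as strong as hits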
EBV gp42 block: Epstein-Barr virus gp42 inhibitors, primary screen, biochemical, uHTS, fluorescence polarization; AID 1085, 2008; Glycoprotein 42 (Epstein-Barr virus (strain AG876)), Q1HVG2; Fluorescence polarization binding assay, mP read-out; 220,000 compounds, 0.42% hits; inhibition, % (tested at 21.74 µM); in the data active = inhibition above about 50%
CHOP inh: inhibitors of CHOP promoter induction, primary screen, cell-based, unfolded protein response, luciferase reporter; inhibition, % at 10 µM; CHO-K1 CHOP-promoter luciferase, tunicamycin-induced, 15-18 h; AID 2732, 2010; 220,000 compounds, 3.8% hits;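 active = compounds that reduced the stress-induced luciferase reporter signal by more than about 70% of percent inhibition, limit read from the data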;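 note: 0% = tunicamycin plus vehicle and 100% = wells without tunicamycin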
TRPML3 agonist: human TRPML3 channel agonists, primary screen, cell-based, HEK293 TRPML3-YFP, Fluo-8 calcium fluorescence, 3 µM; AID 1448, 2008; activation, % at 3 µM; 220,000 compounds, 0.29% hits; 100% = the carbachol control signal;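 active = activation above its plate's cutoff, the mean activation of the plate's test wells plus 3 SD, cut at about 12% in these data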;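 note: 0% = DMSO only wells and 100% = carbachol wells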
Target sequence (Q8TDD5 whole entry, looked up): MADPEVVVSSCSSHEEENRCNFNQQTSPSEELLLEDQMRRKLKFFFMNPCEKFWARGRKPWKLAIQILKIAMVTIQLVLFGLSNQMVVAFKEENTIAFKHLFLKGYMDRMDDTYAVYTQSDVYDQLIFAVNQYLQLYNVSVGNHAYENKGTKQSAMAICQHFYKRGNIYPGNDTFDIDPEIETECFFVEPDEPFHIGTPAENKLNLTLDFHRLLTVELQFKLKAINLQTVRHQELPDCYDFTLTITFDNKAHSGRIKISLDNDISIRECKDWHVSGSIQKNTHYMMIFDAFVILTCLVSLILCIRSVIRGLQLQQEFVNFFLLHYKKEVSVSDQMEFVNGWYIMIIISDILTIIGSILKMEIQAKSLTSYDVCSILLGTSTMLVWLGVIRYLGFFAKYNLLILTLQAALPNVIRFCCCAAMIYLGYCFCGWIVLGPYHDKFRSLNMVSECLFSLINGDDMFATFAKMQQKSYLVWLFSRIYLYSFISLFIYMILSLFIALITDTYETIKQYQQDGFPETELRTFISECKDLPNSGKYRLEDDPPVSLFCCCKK
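Test system: TRPML3-YFP stable HEK293 cells. Doses: single point at 3 µM. Incubation: dye loading 1 h 37 °C then 30 min ambient, 125 s read. Signal: Fluo-8 calcium dye fluorescence, ex 470-495, em 515-575 nm. Measure: percent activation from peak-to-basal fluorescence ratio, scaled between DMSO and carbachol.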
NCF1 inh: p47phox/p22phox peptide binding inhibitors, primary screen, biochemical, uHTS, NADPH oxidase regulatory subunit; Neutrophil cytosol factor 1 (Homo sapiens), P14598; fluorescence polarization, 2 h; inhibition, % at 24.7 µM; 220,000 compounds, 0.53% hits;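 active = inhibition above about 30%, limit read from the data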;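 note: 0% = p47phox with labelled peptide and 100% = labelled peptide alone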
* hit, by the source's call; / = not tested or not shown. Random draw from the library; overall some 5.9% were active at least once.

no.	smiles	MDM2 E3 inh	PPC-1+TRAIL kill	TNF necrop inh	TRPN1 ag	Runt-SMMHC FRET
1	O=C(c1ccco1)N1CCN(C(c2ccccc2Cl)c2nnnn2Cc2ccco2)CC1 (configuration not stated)	-23	6	-6.5	1.2	5
2	CN(C)c1ccc(C(=O)N2CCN(c3cc(C(F)(F)F)nc4ccccc34)CC2)cc1	1	-20	0.3	-2.4	3
3	O=C(NCCN1CCOCC1)c1ccc(CSCc2cccc(Cl)c2)o1	16	11	2.0	-1.1	-6
4	Cc1ccc(NC(=S)Nc2cccc3cnccc23)c(C)c1	-3	14	-5.3	-1.1	12
5	COc1cccc(OC)c1OCCCCN1CCC(Cc2ccccc2)CC1	-24	12	1.1	0.9	1
6	CN(Cc1ccccc1)C(NC(=O)c1ccco1)C(Cl)(Cl)Cl (configuration not stated)	2	5	-0.1	-0.1	1
7	CC1(C)CC(=O)N(CC(=O)O)c2ccccc2S1(=O)=O	-3	8	0.5	0.9	1
8	O=C(CN1C(=O)NC(c2ccccc2)(c2ccccc2)C1=O)Nc1ccc2[nH]c(=O)[nH]c2c1	-11	-6	0.1	-1.7	2
9	CCN1C(=O)c2ccc(C(=O)Nc3ncc(C)s3)cc2C1=O	-39	18	0.3	-0.6	-4
10	CCN(C(=O)C1CCN(S(=O)(=O)c2ccc3c(c2)oc(=O)n3C)CC1)c1cccc(C)c1	1	15	0.2	2.1	-4

no.	EBV gp42 block	CHOP inh	TRPML3 agonist	NCF1 inh
1	-11	17	0.1	4
2	-15	25	-0.8	-12
3	-5	3	0.0	10
4	-8	6	1.4	-5
5	-7	3	1.4	-3
6	-2	19	0.8	0
7	-16	4	1.1	-3
8	5	2	-0.2	-15
9	11	-2	0.2	-50
10	-15	29	0.5	-21

Carrying on.
no.	smiles	MDM2 E3 inh	PPC-1+TRAIL kill	TNF necrop inh	TRPN1 ag	Runt-SMMHC FRET
11	CCc1ccccc1N1CSC2=C(C#N)C(c3ccccc3F)CC(=O)N2C1 (configuration not stated)	-7	19	-3.6	0.6	92*
12	CCCSc1nnc(CSc2nc(C)cc(C)n2)n1C	-3	15	0.3	-1.4	0
13	Cc1ccc(C(Sc2ccccc2)C(Cn2cncn2)C(=O)c2ccccc2)cc1 (configuration not stated)	-17	20	-2.8	-0.2	-5
14	CC(OC(=O)c1cc2c(ccc3ccccc32)oc1=O)c1nc2ccccc2s1 (configuration not stated)	-9	6	1.2	0.5	93*
15	CC(C)CCN1CCN(Cc2cccs2)CC1CCO (configuration not stated)	-18	-4	0.4	1.0	0
16	Cc1cccc(/C=N/NC(=O)c2cc(-c3cccnc3)nc3ccccc23)c1	-8	3	1.1	-0.7	-2
17	N/C(=N\OC(=O)COc1ccccc1)c1ccccn1	6	12	1.8	1.1	1
18	Cc1ccc(CC(=O)NCC(C)C)cc1	-21	10	12	-1.5	-4
19	Cc1ccc(-n2c(Cn3nc(C(F)F)cc3C(F)F)n[nH]c2=S)cc1	-6	11	0.9	-0.3	-10
20	O=C(CCN1C(=O)COc2ccccc21)NCCN1CCN(c2ccccc2F)CC1	/	-2	-0.8	-0.3	2

no.	EBV gp42 block	CHOP inh	TRPML3 agonist	NCF1 inh
11	-30	31	0.0	28
12	-5	4	0.4	13
13	2	93*	-1.0	10
14	-26	-6	1.2	-47
15	3	31	1.1	9
16	-14	24	0.0	2
17	-8	-3	0.0	-8
18	-11	15	1.3	0
19	-7	11	0.0	-12
20	-22	21	-0.2	-9

(next part)
no.	smiles	MDM2 E3 inh	PPC-1+TRAIL kill	TNF necrop inh	TRPN1 ag	Runt-SMMHC FRET
21	O=C(Nc1nc2ccc(S(=O)(=O)N3CCOCC3)cc2s1)c1cccs1	-22	14	0.2	2.2	-5
22	N#CCCn1nc(-c2ccc(Br)cc2)cc1Nc1ccccc1NC(=O)C(F)(F)F	-15	18	6.5	6.9	1
23	COc1ccc(S(=O)(=O)Cc2ccc(C(=O)NC3CCCC3)o2)cc1	-12	14	-0.2	0.5	-2
24	CCn1c(SCC(=O)Nc2ccccc2)nnc1-c1cccs1	/	-7	1.7	1.8	-2
25	Cc1cccc(C)c1OCC(=O)NCC1CCCO1 (configuration not stated)	-6	16	0.7	-1.2	-3
26	CCOC(=O)CNC(=O)CNC(=O)c1nn(-c2ccc(OC)c(Cl)c2)c(=O)c2ccccc12	-10	19	0.6	1.1	4
27	Nc1n[nH]c(C2CC2)c1N=Nc1ccc(Cl)cc1	-11	-7	-13	1.1	-3
28	O=C(NCCCN1CCOCC1)c1ccc(CSc2ccc(Cl)cc2)cc1	-29	7	1.4	0.4	2
29	Cc1cccc(N2CCN(C(=O)c3ccoc3C)CC2)c1C	-12	-4	0.5	-1.0	-1
30	COCCCNC(=O)CN(CCc1ccccc1)S(=O)(=O)c1ccc(OC)cc1	-6	5	1.4	-0.3	4

no.	EBV gp42 block	CHOP inh	TRPML3 agonist	NCF1 inh
21	7	-19	1.3	-11
22	19	61	2.0	-15
23	-8	-11	0.3	-1
24	-7	0	0.6	-11
25	-9	14	0.5	6
26	-6	17	2.3	-16
27	0	16	0.1	-19
28	-21	5	0.6	-6
29	-5	57	0.1	-4
30	-18	16	0.3	1

Following part.
no.	smiles	MDM2 E3 inh	PPC-1+TRAIL kill	TNF necrop inh	TRPN1 ag	Runt-SMMHC FRET
31	O=C(c1ccco1)N1CCN(CCOc2ccccc2)CC1	-9	5	0.3	2.5	-1
32	O=C1CSC(c2cccc([N+](=O)[O-])c2)N1CCN1CCCCC1 (configuration not stated)	2	-2	1.7	-0.5	2
33	CCC(C)(C)NC(=O)CN(C(=O)CNS(=O)(=O)c1ccccc1)c1ccccc1	8	6	-3.1	-0.5	5
34	COc1ccc(C2C(C(=O)N3CCN(C)CC3)c3ccccc3C(=O)N2C2CCCCC2)cc1 (configuration not stated)	-8	-11	-0.5	0.9	-1
35	CCCCOC(=O)C1=C(C)Nc2nnnn2C1c1ccc(OC)c(OC)c1OC (configuration not stated)	-4	-7	-1.7	0.0	-1
36	CC(=O)c1c(C)nc(-c2ccc3c(c2)OCO3)n1O	/	17	-0.2	0.3	6
37	Cc1cccc2c(=O)cc(C)n(CC(=O)N3CCCCC3)c12	1	8	2.3	0.9	0
38	Cc1c(Cc2ccccc2)c(=O)oc2c(CN(C)C)c(O)c(Cl)cc12	2	-4	-1.6	-0.7	90*
39	O=[N+]([O-])c1ccc(-c2nnc(-c3ccccc3)c(NCCCO)n2)cc1	-7	14	3.0	-1.3	0
40	Cc1ccc(N(CC(O)CN2C(=O)NC(C)(C)C2=O)S(=O)(=O)c2ccc(C)cc2)cc1 (configuration not stated)	-12	15	0.7	0.4	-1

no.	EBV gp42 block	CHOP inh	TRPML3 agonist	NCF1 inh
31	-9	2	1.0	8
32	-9	-11	-0.6	-2
33	-17	40	0.4	-19
34	5	-11	1.0	8
35	4	16	-0.6	-3
36	2	5	0.2	-18
37	-20	20	1.2	-18
38	-8	5	-0.1	-2
39	-8	6	-0.1	-9
40	-3	7	0.1	-3

(list continues)
no.	smiles	MDM2 E3 inh	PPC-1+TRAIL kill	TNF necrop inh	TRPN1 ag	Runt-SMMHC FRET
41	CN1C2CCC1/C(=C\c1ccccc1F)C(=O)/C2=C/c1ccccc1F	2	26	-3.6	-0.2	4
42	O=C1CS/C(=N\c2ccccn2)N1C1CCCCC1	-15	7	4.3	0.0	2
43	COc1cccc(C2=NOC(C(=O)NCc3ccc(F)cc3)C2)c1 (configuration not stated)	9	20	-5.9	-0.3	-3
44	C/C(=N\NC(=O)c1cccnc1)c1ccc(OC2OCCOC2Oc2ccc(/C(C)=N/NC(=O)c3cccnc3)cc2)cc1 (configuration not stated)	-23	16	0.4	0.5	2
45	O=C(CCSCCc1ccccn1)Nc1nccs1	-26	5	1.3	1.0	0
46	COc1ccc(OC)c(NC(=S)N(CCc2c(C)[nH]c3ccc(C)cc23)Cc2cccs2)c1	/	3	3.2	-0.8	1
47	Nc1[nH]nc2ncc3cc4ccccc4nc3c12	0	14	-3.2	-0.5	-14
48	CC(C)OC(=O)c1ccc(NC(=O)c2cncc(Br)c2)cc1	-12	10	1.6	9.3	-2
49	O=C(/C=C/c1ccc(Cl)cc1Cl)n1cccn1	-2	16	-1.9	2.6	1
50	COc1cccc(-n2c(=O)c3c(C)c(C(=O)N(C)C)sc3n(CC(=O)NCC3CCCO3)c2=O)c1 (configuration not stated)	9	0	0.4	1.3	8

no.	EBV gp42 block	CHOP inh	TRPML3 agonist	NCF1 inh
41	-3	-39	0.2	7
42	-8	3	-0.4	-4
43	-3	-11	-0.3	-22
44	-5	0	1.6	9
45	-12	13	0.6	-13
46	-8	5	0.5	-26
47	9	27	0.5	-7
48	-9	18	4.6	-13
49	-27	-53	0.4	-10
50	2	-13	1.3	0

(more compounds)
no.	smiles	MDM2 E3 inh	PPC-1+TRAIL kill	TNF necrop inh	TRPN1 ag	Runt-SMMHC FRET
51	CC(=O)c1ccc(N(C(=O)Cc2c[nH]c3ccccc23)C(C(=O)NC2CCCCC2)c2cccs2)cc1 (configuration not stated)	-4	5	-5.9	-0.4	2
52	O=C(C(Cl)Cl)N1CCN(c2ccccn2)CC1	-13	16	0.4	1.2	3
53	COc1ccc(C(=O)Nc2c(Cl)cc(Cl)cc2C(=O)N2CCC(C)CC2)cc1	0	-2	-0.4	-2.2	1
54	Cc1csc(NC(=O)c2ccoc2C)n1	-11	8	0.5	-0.7	-5
55	CN(Cc1nc(Cc2ccccc2F)no1)CC1(N2CCOCC2)CCCCC1	-9	11	1.6	0.2	-1

no.	EBV gp42 block	CHOP inh	TRPML3 agonist	NCF1 inh
51	-30	-3	-0.3	-104
52	-4	23	0.1	-4
53	21	14	-1.3	-9
54	-20	-1	0.7	-8
55	-8	-7	2.3	-2

Fetched one by one from the list above, 2 records:
no.	smiles	MDM2 E3 inh	PPC-1+TRAIL kill	TNF necrop inh	TRPN1 ag	Runt-SMMHC FRET
35	CCCCOC(=O)C1=C(C)Nc2nnnn2C1c1ccc(OC)c(OC)c1OC (configuration not stated)	-4	-7	-1.7	0.0	-1
41	CN1C2CCC1/C(=C\c1ccccc1F)C(=O)/C2=C/c1ccccc1F	2	26	-3.6	-0.2	4

no.	EBV gp42 block	CHOP inh	TRPML3 agonist	NCF1 inh
35	4	16	-0.6	-3
41	-3	-39	0.2	7

High-throughput results from PubChem BioAssay.
